TRPN1 ag: agonists of zebrafish TRPN1 channel. HEK293 zebrafish TRPN1-YFP, Fluo-8 calcium fluorescence; 100% = response to 87 µM carbachol. activation, % at 3 µM. 220,000 compounds, 0.18% hits. AID 1424;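 active = activation above its plate's cutoff, the mean activation of test wells on that plate plus 3 SD, cut at about 19% in these data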;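 note: 0% = DMSO alone and 100% = 87 µM carbachol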
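System: zebrafish TRPN1-YFP in HEK293 cells / Dosing: 3 µM single point / Timing: dye loading 1 h at 37 °C, then 30 min room temperature / Signal: Fluo-8 calcium fluorescence, excitation 470-495 nm, emission 515-575 nm / Read-out basis: percent activation from peak over basal fluorescence ratio, control-normalized / Control set: high carbachol 87 µM, low DMSO alone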
Furin inhibitor: blocks human furin protease activity | purified furin, fluorogenic substrate cleavage | 220,000 compounds, 0.061% hits | P09958 | AID 463115 | inhibition, % at 30 µM; in the data active = inhibition above about 25%; note: inactives centre near -15
Target sequence (P09958 108-714 limits assumed): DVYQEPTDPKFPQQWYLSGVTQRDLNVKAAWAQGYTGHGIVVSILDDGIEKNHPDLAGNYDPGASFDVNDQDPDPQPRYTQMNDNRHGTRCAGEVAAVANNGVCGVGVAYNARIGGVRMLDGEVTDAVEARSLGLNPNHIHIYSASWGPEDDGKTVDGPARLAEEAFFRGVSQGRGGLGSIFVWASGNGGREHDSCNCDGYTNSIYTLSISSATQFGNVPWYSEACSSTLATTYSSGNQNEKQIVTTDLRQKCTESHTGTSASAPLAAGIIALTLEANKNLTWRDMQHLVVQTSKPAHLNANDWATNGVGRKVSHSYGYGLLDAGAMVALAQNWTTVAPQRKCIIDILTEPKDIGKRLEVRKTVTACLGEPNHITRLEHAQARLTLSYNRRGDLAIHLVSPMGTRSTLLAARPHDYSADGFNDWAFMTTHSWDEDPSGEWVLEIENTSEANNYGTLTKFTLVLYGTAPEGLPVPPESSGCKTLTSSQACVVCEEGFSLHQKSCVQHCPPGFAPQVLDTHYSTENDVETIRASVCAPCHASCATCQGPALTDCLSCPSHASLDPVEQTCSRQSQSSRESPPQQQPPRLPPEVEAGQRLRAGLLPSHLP
PPC-1+TRAIL kill: compounds killing PPC-1 cancer cells with TRAIL present (potentiator screen, no TRAIL-free arm) | cell killing (% activity), % at 4 µM | 220,000 compounds, 0.41% hits | PPC-1 cells + TRAIL, ATPLite viability luminescence;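 active = cell killing above 50% in the first pass at 4 µM, then a duplicate retest at 5 µM averaging 50% or more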;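 note: plate controls were cells with TRAIL plus DMSO for no effect and medium-only wells lacking cells for full effect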
thrombin 1536: blocks human thrombin protease activity. inhibition, % at 5 µM. alpha-thrombin, Boc-VPR-AMC fluorogenic substrate cleavage. AID 1046. 220,000 compounds, 0.26% hits. P00734;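 active = inhibition at or above 40%; inactive = inhibition below 40%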;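 note: 0% = enzyme with no compound and 100% = wells without enzyme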
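System – human alpha-thrombin · Medium – pH 7.5 Tris (50 mM) with NaCl 150 mM, Tween 20 0.05% · Compound – single-point dosing at 5 µM, 0.2% DMSO · Incubation – enzyme reaction carried out at room temperature · Technique – fluorescence of released AMC, ex 355 nm, em 460 nm · Read-out basis – % inhibition of thrombin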
TRPML3 ag: activates the human TRPML3 channel. HEK293 TRPML3-YFP, Fluo-8 calcium fluorescence; 100% = the carbachol control signal. Q8TDD5. activation, % at 3 µM. AID 1448. 220,000 compounds, 0.29% hits;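 active = activation above its plate's cutoff, the mean activation of the plate's test wells plus 3 SD, cut at about 12% in these data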;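 note: 0% = DMSO only wells and 100% = carbachol wells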
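system = HEK293 cells stably carrying human TRPML3-YFP | doses = one concentration, 3 µM nominal, 0.3% DMSO | timing = dye loading 1 h 37 °C then 30 min ambient, 125 s read | detection = Fluo-8 calcium dye fluorescence, ex 470-495, em 515-575 nm | benchmarks = high control carbachol 87 µM, low control DMSO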
TbHK1 inh: T. brucei hexokinase 1 inhibition. 220,000 compounds, 0.11% hits. AID 1430. recombinant TbHK1, G6PDH-coupled NADH A340. inhibition, % at 10 µM;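 active = inhibition of 50% or more in the single-dose primary screen; inactive = inhibition below 50%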
Calpain2 inh: blocks pig calpain II enzyme activity. purified calpain II, fluorogenic peptide substrate, 30 min. inhibition, % at 16 µM. 220,000 compounds, 0.37% hits. AID 1236;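 active = inhibition above about 50%, limit read from the data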
EBV gp42 inh: blocks Epstein-Barr virus glycoprotein 42 binding. AID 1085. Q1HVG2. 220,000 compounds, 0.42% hits. Fluorescence polarization binding assay, mP read-out. inhibition, % (tested at 21.74 µM); in the data active = inhibition above about 50%
Target sequence (Q1HVG2 whole entry, looked up): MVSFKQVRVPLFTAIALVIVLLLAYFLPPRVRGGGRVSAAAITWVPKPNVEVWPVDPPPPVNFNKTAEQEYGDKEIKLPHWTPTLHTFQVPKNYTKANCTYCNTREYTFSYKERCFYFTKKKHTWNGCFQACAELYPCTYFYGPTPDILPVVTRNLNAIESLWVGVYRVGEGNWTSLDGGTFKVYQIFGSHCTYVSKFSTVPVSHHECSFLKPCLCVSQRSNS
Cl transport mod: modulators of human KCC2 chloride dependent transport; Q9H2X9; KCC2 cells, thallium flux FluoZin-2 fluorescence; B-score of Tl+ flux slope (higher = more flux/activation; lower = inhibition) at 10 µM; 190,000 compounds, 2.2% hits;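 active = thallium flux slope and its plate-corrected score both differing from the plate sample mean at a set confidence after two filtering rounds, in either direction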;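 note: slope of fluorescence scaled to starting intensity during 10 to 20 s after thallium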
An asterisk follows results filed as active; i = inactive; / = not tested or not shown; + = active, no number; [ ] = dose if it differs, or a comment.

# | Molecule | TRPN1 ag | Furin inhibitor | PPC-1+TRAIL kill | thrombin 1536 | TRPML3 ag
1 | CCCc1cc2c(=O)c(-c3ccc4c(c3)OCCO4)coc2cc1OC(=O)c1ccco1 | 0.1 | -28.6[20 µM] | 35.0 | -0.1 | -0.4
2 | Oc1ccccc1/C=N/Nc1cccc2cccnc12 | 0.9 | -11.2 | -8.2 | 6.7 | -0.2
3 | CCC(C)NC(=O)CS(=O)Cc1nc(-c2cccc(C)c2)oc1C (centres undefined) | 0.5 | -21.1 | 4.0 | -1.9 | -0.1
4 | CCN(CC(=O)Nc1ccc(NC(C)=O)cc1)C(=O)c1n[nH]c(=O)c2ccccc12 | -0.3 | -6.8 | 15.4 | 0.0 | -0.4
5 | O=C(Nc1ccc(S(=O)(=O)Nc2ccc(F)cc2)cc1)c1ccc(CN2CCOCC2)cc1 | 12.0 | -22.9 | 24.7 | -0.1 | 6.0
6 | COc1cc2cc(CN(CCN3CCOCC3)C(=O)Nc3ccc(F)cc3)c(=O)[nH]c2cc1OC | -0.3 | -17.2 | 28.5 | -14.1 | 0.4
7 | OC(COc1ccc2ccccc2c1)CN1CCN(c2ccc(F)cc2)CC1 (centres undefined) | 1.4 | -20.7 | -19.4 | -8.6 | 0.5
8 | COc1cc(/C=N/Nc2ccc(C(=O)O)cc2)ccc1O | -1.1 | 9.4 | 17.6 | -1.8 | 0.9
9 | O=C1c2ccccc2C(=O)N1CCC(O)C[N+](=O)[O-] (centres undefined) | 0.2 | -23.7 | -0.1 | 0.7 | 0.6
10 | O=C(Nc1ncc([N+](=O)[O-])s1)C1CCN(S(=O)(=O)c2cnc[nH]2)CC1 | 0.1 | 3.1[20 µM] | -1.2 | -4.2 | -0.4
11 | CC(=O)c1ccc(OCC(O)CN2CC(C)OC(C)C2)cc1 (centres undefined) | -0.1 | -7.6[20 µM] | 24.2 | -0.6 | -0.1
12 | O=C(Nc1ccc(C(F)(F)F)cc1-c1ccccc1)c1ccccc1 | 0.9 | -16.6 | 3.0 | -8.9 | 0.9
13 | Cc1ccc(C(C(=O)NCc2ccco2)N(C(=O)CNC(=O)c2cccs2)c2ccc(C)cc2)cc1 (centres undefined) | -1.0 | -13.2[20 µM] | 13.2 | -3.1 | 1.0
14 | O=C(COc1ccccc1[N+](=O)[O-])Nc1ccccc1N1CCCC1 | -3.0 | -7.4 | 9.1 | 0.2 | 3.2
15 | COc1cc(NC(=O)CCCn2c(=S)[nH]c3ccccc3c2=O)cc(OC)c1OC | -0.6 | -23.2 | -1.1 | 5.6 | -0.1

# | TbHK1 inh | Calpain2 inh | EBV gp42 inh | Cl transport mod
1 | -5.3 | -119.7 | -21.1 | -0.884
2 | -4.2 | 31.6 | 6.3 | -0.014
3 | 1.5 | -11.3 | -17.2 | /
4 | -1.3 | -5.2 | -14.8 | 2.2
5 | -3.7 | -14.8 | -17.8 | 0.812
6 | -20.7 | -104.5 | 3.9 | 0.00214
7 | 0.0 | -7.8 | -1.1 | -0.081
8 | -50.9 | 10.6 | -11.9 | 0.0211
9 | -4.3 | -21.0 | 2.0 | -0.155
10 | -10.4 | -7.1 | -7.9 | -0.287
11 | -1.7 | -16.9 | -19.6 | 0.843
12 | -7.6 | 14.1 | -12.2 | 1.04
13 | 2.5 | -4.2 | -15.2 | /
14 | 5.6 | 15.6 | 4.3 | -1.72
15 | 2.2 | -23.1 | -6.1 | 0.716

Next part:
# | Molecule | TRPN1 ag | Furin inhibitor | PPC-1+TRAIL kill | thrombin 1536 | TRPML3 ag
16 | Nc1nc(SCC(=O)Nc2ccc3c(c2)OCO3)n[nH]1 | 4.1 | -21.3 | 19.5 | -6.6 | 0.6
17 | CN(C)CCCNC(=O)c1cc2c3ccccc3n(C)c2s1 | 0.5 | -13.2[20 µM] | 9.3 | 0.7 | 0.2
18 | O=C(Nc1ccc(N2CCN(C(=O)c3ccccc3)CC2)cc1)c1cc2ccccc2o1 | 2.8 | -13.4[20 µM] | -2.0 | -12.0 | 0.9
19 | C/C(=N\O)C(C)/[N+]([O-])=C/c1nc(C)c(C)n1O (centres undefined) | -1.5 | -6.1[20 µM] | / | / | 0.5
20 | CCCC(C)n1[nH]c(=O)c2c(C)cc(C)nc21 (centres undefined) | 0.9 | -13.0[20 µM] | 16.1 | -5.1 | 0.4
21 | Cc1nnc(SCC(=O)Nc2ccc(Cl)cn2)s1 | -0.9 | -7.1 | 21.7 | -5.0 | 0.8
22 | Cc1ccccc1Nc1nc(N)nc(CSc2nc3ccccc3s2)n1 | -0.8 | -9.6 | -0.4 | -9.0 | 0.2
23 | Cc1cc(OC(=O)C(C)(C)C)c([N+](=O)[O-])c(=O)[nH]1 | 0.1 | -15.8 | 5.3 | -5.0 | 0.1
24 | CC(C)(C)CC(C)(C)NCC(O)COCCOc1ccc(Br)cc1 (centres undefined) | -0.3 | -13.6 | 31.0 | -1.0 | 0.5
25 | CC1(C)CC(=O)C(C=NCCN2CCN(C(=S)NC3CCCCC3)CC2)=C(O)C1 | 0.2 | 2.4 | -1.1 | -4.7 | 0.2
26 | COc1ccc(OC)c(/C=N\NC(=O)CSc2nnc(CCCc3ccc(OC)c(C)c3)o2)c1 | -0.9 | -4.4[20 µM] | -2.4 | -6.6 | 0.5
27 | O=c1n(Cc2ccccc2Cl)nc2n1-c1ccccc1SC2 | -3.8 | -19.4 | 6.8 | 3.5 | -0.6
28 | CC(=O)Nc1sc(-c2ccccc2)nc1-c1ccccc1 | 1.1 | -19.9 | -6.0 | 3.7 | 0.6
29 | COc1ccc(C2=NCC(CSc3nnc(-c4ccc5c(c4)OCO5)o3)S2)cc1 (centres undefined) | 0.7 | -5.7 | 31.9 | 21.0 | 1.1
30 | CN(C(=O)c1ccccc1C(=O)OCC(=O)NCc1cccs1)C1CCCCC1 | -0.3 | -7.3 | 0.7 | 3.2 | -0.3

# | TbHK1 inh | Calpain2 inh | EBV gp42 inh | Cl transport mod
16 | 1.9 | -4.6 | 5.7 | -0.158
17 | -42.2 | -22.7 | -22.5 | -1.12
18 | 3.6 | -115.6 | -3.7 | -0.138
19 | -53.5 | / | / | 0.535
20 | -12.0 | -5.3 | 6.2 | -0.107
21 | 28.4 | 2.8 | 7.2 | -0.0905
22 | 16.8 | 3.3 | -29.7 | -1.49
23 | -6.7 | 11.7 | 5.2 | -0.0491
24 | 5.2 | -11.0 | 4.9 | 0.52
25 | 2.2 | -1.0 | -1.1 | 0.89
26 | 0.3 | 1.8 | 4.9 | -1.9
27 | -4.3 | 14.2 | -15.1 | -3.43
28 | -19.8 | -68.8 | -5.1 | 0.0464
29 | 30.1 | 7.6 | -22.2 | 0.153
30 | -2.6 | -1.0 | -22.1 | -0.449

Exported field by field: three of the compounds above.
[21] Cc1nnc(SCC(=O)Nc2ccc(Cl)cn2)s1
- TRPN1 ag: -0.9
- Furin inhibitor: -7.1
- PPC-1+TRAIL kill: 21.7
- thrombin 1536: -5.0
- TRPML3 ag: 0.8
- TbHK1 inh: 28.4
- Calpain2 inh: 2.8
- EBV gp42 inh: 7.2
- Cl transport mod: -0.0905
[22] Cc1ccccc1Nc1nc(N)nc(CSc2nc3ccccc3s2)n1
- TRPN1 ag: -0.8
- Furin inhibitor: -9.6
- PPC-1+TRAIL kill: -0.4
- thrombin 1536: -9.0
- TRPML3 ag: 0.2
- TbHK1 inh: 16.8
- Calpain2 inh: 3.3
- EBV gp42 inh: -29.7
- Cl transport mod: -1.49
[23] Cc1cc(OC(=O)C(C)(C)C)c([N+](=O)[O-])c(=O)[nH]1
- TRPN1 ag: 0.1
- Furin inhibitor: -15.8
- PPC-1+TRAIL kill: 5.3
- thrombin 1536: -5.0
- TRPML3 ag: 0.1
- TbHK1 inh: -6.7
- Calpain2 inh: 11.7
- EBV gp42 inh: 5.2
- Cl transport mod: -0.0491

Next structures
# | Molecule | TRPN1 ag | Furin inhibitor | PPC-1+TRAIL kill | thrombin 1536 | TRPML3 ag
31 | CCCCN(C(=O)CN1CCOCC1)c1c(N)n(CC(C)C)c(=O)[nH]c1=O | 2.0 | -19.6 | 9.5 | -1.4 | 1.0
32 | Cc1cccc(NC(=S)NN(Cc2ccccc2)c2ccccc2)c1C | -1.4 | -4.8[20 µM] | -10.2 | 3.5 | -0.2
33 | Cc1ccccc1OC/C(O)=C(\C#N)c1nc2ccccc2[nH]1 | -1.0 | -14.1[20 µM] | 30.6 | -8.0 | 0.3
34 | Cc1ccc(OCC(O)CNCc2ccccc2)cc1C (centres undefined) | -0.2 | -19.5 | -5.4 | -6.3 | 1.2
35 | O=C(COC(=O)CCC(=O)c1cccs1)Nc1ccccc1[N+](=O)[O-] | 0.7 | -25.0 | 12.3 | 41.6* | 0.2
36 | O=C(c1cccc(S(=O)(=O)N2CCc3ccccc3C2)c1)N1CCN(c2ccccc2)CC1 | -1.3 | -6.2 | -3.3 | -2.4 | -1.4
37 | Cc1ccc2c(c1)[nH]c1c(=O)n(CCCN3CCOCC3)cnc12 | -0.2 | -4.4 | 11.8 | 4.6 | 0.6
38 | CCN(CC)C(=O)Cn1cc(/C=C(\C#N)C(=O)N2CCN(c3ccccc3)CC2)c2ccccc21 | 1.5 | -14.1[20 µM] | 15.4 | 3.4 | 0.0
39 | O=C(Nc1ccccc1)Nc1cc(Cl)cc(Cl)c1 | 7.6 | -9.1[20 µM] | 15.5 | -2.6 | 6.5
40 | N#CC(C#N)=C1C=C2C=C(N3CCCCC3)CCC2CC1 (centres undefined) | + | -25.8 | 35.4 | -3.1 | 380.1*
41 | Cc1csc2c(N3CCN(C(=O)Nc4ccc(OC(F)(F)F)cc4)CC3)ncnc12 | 4.2 | -13.3 | 1.0 | 1.3 | 0.9
42 | O=C(c1ccc(S(=O)(=O)N2CCCC2)cc1)N1CCCc2ccccc21 | 0.7 | -22.9 | -24.7 | 0.5 | 3.1
43 | CC(=O)NCC(=O)NC1(C(=O)NC2CCCC2)CCCCC1 | 0.6 | -10.0 | -13.9 | 2.3 | 0.1
44 | O=C(/C=C/c1ccc2c(c1)OCO2)NCCSCc1c(Cl)cccc1Cl | -0.9 | -5.0 | 5.2 | -7.4 | -0.2
45 | CCOC(=O)C1=C(C)N(C)C(=O)NC1c1ccccc1OC (centres undefined) | -0.4 | -13.6[20 µM] | 12.6 | 3.9 | 0.1
46 | Cc1ccc(C(=O)NC(=S)Nn2cnnc2)cc1 | 1.9 | -12.6 | -1.9 | -0.4 | 0.4

# | TbHK1 inh | Calpain2 inh | EBV gp42 inh | Cl transport mod
31 | 4.4 | -8.7 | -27.8 | 0.414
32 | -0.8 | -3.2 | -12.8 | 0.466
33 | -21.9 | -3.3 | -11.9 | -0.119
34 | 3.3 | -11.4 | -0.4 | -1.4
35 | 1.9 | 0.3 | -9.8 | -1.08
36 | -5.2 | -16.6 | 6.1 | -1.11
37 | -11.6 | -39.9 | -13.5 | /
38 | -22.1 | -5.2 | -4.2 | -0.00296
39 | -11.0 | -3.9 | -4.5 | 0.208
40 | 1.4 | 31.7 | -101.9 | i
41 | -8.4 | 18.4 | -4.7 | -3.02
42 | -5.4 | 7.5 | -6.3 | -0.973
43 | -2.9 | 3.5 | -21.7 | 0.0242
44 | -0.7 | 33.6 | -14.5 | -1.43
45 | -1.4 | -16.3 | -6.7 | 2.55
46 | -1.5 | 25.3 | 6.5 | 0.276

Rows were taken by chance; 3.6% or so of the library scored in one or more.
